Gli-Sufu block: Gli-Sufu pathway antagonists, primary screen, luciferase luminescence, Sufu-KO-LIGHT cells, uHTS | Sufu-KO-LIGHT fibroblasts, Gli luciferase reporter luminescence | inhibition, % at 5 µM | 340,000 compounds, 0.74% hits;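 active means inhibition above about 55%, limit read from the data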;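 further: 0% = DMSO-treated cells and 100% = wells with medium but no cells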
APJ antag: antagonists of human apelin receptor APJ, primary screen, CHO-K1 cells, beta-arrestin complementation, luminescence. inhibition, % at 20 µM. 330,000 compounds, 0.32% hits. AID 2521, 2010;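 active means inhibition above about 40% at 20 µM, limit read from the data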;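 further: cells challenged with 10 nM apelin-13 agonist together with compound; plate controls were apelin-13 plus DMSO wells for no effect and DMSO wells lacking apelin-13 for full effect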
Target sequence (P35414 whole entry, looked up): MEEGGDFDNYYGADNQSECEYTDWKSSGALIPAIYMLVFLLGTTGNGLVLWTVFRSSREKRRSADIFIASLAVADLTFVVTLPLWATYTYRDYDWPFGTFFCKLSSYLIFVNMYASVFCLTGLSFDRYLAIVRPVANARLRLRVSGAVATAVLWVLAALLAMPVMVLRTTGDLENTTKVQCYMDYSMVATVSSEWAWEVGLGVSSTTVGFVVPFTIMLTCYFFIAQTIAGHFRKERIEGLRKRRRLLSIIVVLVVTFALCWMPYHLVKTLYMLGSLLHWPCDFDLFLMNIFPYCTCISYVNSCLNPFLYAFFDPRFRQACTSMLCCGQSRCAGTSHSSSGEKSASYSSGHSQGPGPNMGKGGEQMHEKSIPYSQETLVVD
APJ agonist: agonists of human apelin receptor APJ, primary screen, CHO-K1 cells, PathHunter beta-arrestin, luminescence | 0% DMSO wells, 100% apelin | P35414 | 330,000 compounds, 0.11% hits | AID 2520, 2010 | activation, % at 20 µM;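 active means activation more than six SD over the plate average, tested at 20 µM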;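 further: 0% = DMSO alone and 100% = apelin-13 at 10 nM; some results filed as inactive read as strong as hits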
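system = engineered CHO-K1 APJ arrestin reporter cells | input = 1000 cells per well | timing = overnight seeding, 90 min compound at 25 °C, 1 h detection | measured by = enzyme-fragment complementation luminescence | read-out = beta-arrestin recruitment to APJ as agonist activity, luminescent signal | control set = negative DMSO alone, positive Apelin-13 at 10 nM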
ATG4B inh: ATG4B protease inhibitors, primary screen, biochemical, fluorescence, uHTS | ATG4B cleavage of LC3-PLA2, NBD-HPC fluorescence, 1 h | inhibition, % at 8.33 µM | 340,000 compounds, 0.51% hits | AID 504462, 2011; in the data active means inhibition above about 40%
UBC13 inh: UBC13 polyubiquitin chain formation inhibitors, primary screen, biochemical, TR-FRET, uHTS | Ubiquitin-conjugating enzyme E2 N (Homo sapiens), P61088 | inhibition, % at 20 µM | 330,000 compounds, 0.47% hits; in the data active means inhibition above about 45%, passing the limit was not always enough
Target sequence (P61088 whole entry, looked up): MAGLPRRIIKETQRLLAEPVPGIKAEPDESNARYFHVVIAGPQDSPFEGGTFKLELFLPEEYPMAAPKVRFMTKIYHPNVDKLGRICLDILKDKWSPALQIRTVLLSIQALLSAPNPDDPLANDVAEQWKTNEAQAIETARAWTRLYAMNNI
CXCR6 block: CXCR6 receptor inhibitors, primary screen, cell-based, beta-arrestin, luminescence, CHO-K1 PathHunter, 1536-well | C-X-C chemokine receptor type 6 (Homo sapiens), O00574 | 360,000 compounds, 0.36% hits | inhibition, % at 20 µM | AID 602244, 2012; in the data active means inhibition above about 34%, passing the limit was not always enough;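 further: antagonist mode with CXCL16 agonist at 10 nM final; 0% = 10 nM CXCL16 with DMSO and 100% = unstimulated wells without agonist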
Target sequence (O00574 whole entry, looked up): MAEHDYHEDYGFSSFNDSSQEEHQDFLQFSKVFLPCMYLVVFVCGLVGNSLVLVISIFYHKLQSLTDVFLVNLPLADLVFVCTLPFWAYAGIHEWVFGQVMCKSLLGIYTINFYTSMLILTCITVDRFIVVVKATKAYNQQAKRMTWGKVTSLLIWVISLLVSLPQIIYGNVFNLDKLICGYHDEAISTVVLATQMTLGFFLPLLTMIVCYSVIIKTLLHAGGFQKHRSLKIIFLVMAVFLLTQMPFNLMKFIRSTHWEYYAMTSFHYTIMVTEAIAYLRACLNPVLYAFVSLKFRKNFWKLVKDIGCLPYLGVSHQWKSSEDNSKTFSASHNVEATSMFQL
CCR6 antag: CCR6 receptor antagonists, primary screen, cell-based, CHO-K1, luminescence, beta-arrestin, uHTS; C-C chemokine receptor type 6 (Homo sapiens), P51684; CHO-K1 CCR6 PathHunter beta-arrestin, CCL20-stimulated; inhibition, % at 20 µM; 340,000 compounds, 0.49% hits; AID 493098, 2011;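 active means compounds whose inhibition of the agonist-driven luminescence signal at 20 µM reaches about 50%, limit read from the data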;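 further: cells stimulated with CCL20 at 14 nM final; plate controls were DMSO with CCL20 for no effect and DMSO without agonist for full effect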
EBI2 antag: EBI2 receptor antagonists, beta-arrestin recruitment, primary screen, cell-based, luminescence, 7a,25-OHC stimulation, uHTS; 7a,25-OHC stimulated; inhibition, % at 5 µM; 360,000 compounds, 0.81% hits; in the data active means inhibition above about 38%;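 further: enzyme fragment complementation signal reports receptor beta-arrestin coupling in cells; 0% = agonist plus DMSO wells and 100% = wells without agonist; some results beyond the cut were filed as inactive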
* = called active by the depositor; . = no result given.

SMILES | Gli-Sufu block | APJ antag | APJ agonist | ATG4B inh | UBC13 inh | CXCR6 block | CCR6 antag | EBI2 antag
O=C(c1ccc(CS(=O)Cc2ccc(Cl)cc2)o1)N1CCN(c2cccc(Cl)c2)CC1 (configuration not stated) | -4 | 20 | -1 | -8 | 4 | -23 | 5 | 13
COc1ccc(OCc2nc3ccccc3n2C(C)C)cc1 | -8 | 17 | -2 | 6 | 2 | 8 | 20 | -3
CC(C)C(=O)Nc1ccc(N2CCCC2)cc1 | 2 | -48 | 4 | -8 | 1 | 7 | -17 | -11
CCOc1ccccc1NC(=O)c1cc(S(=O)(=O)N2CCC3(CC2)OCCO3)ccc1F | 5 | 35 | -4 | -4 | 34 | 5 | 2 | 12
CCN(CC)CCCNC(=O)/C(=C\c1cccn1C)NC(=O)c1cccs1 | 2 | -10 | 0 | -1 | -8 | -8 | -6 | -4
Cc1ccc(-c2nc(CS(=O)(=O)CC(=O)N3CCN(C)CC3)c(C)o2)cc1 | -18 | 21 | -3 | -3 | 9 | 0 | 2 | -17
CCCCOc1cccc(-c2nnc(NC(=O)CSc3ccc(C)cc3)s2)c1 | -13 | -10 | 3 | 5 | -6 | -2 | -1 | -4
COC(=O)c1cc(CNC(=O)CCCSc2ccccc2)ccc1OC | . | 17 | -2 | -9 | -3 | -6 | 15 | 5
CC(C)C(=O)NCCCc1ccccc1 | 5 | 11 | 1 | -2 | -7 | 7 | 17 | -7
Cn1nc(C(F)(F)F)c(C(=O)Nc2ccc(C(F)(F)F)cc2)c1Cl | 8 | 11 | -2 | -3 | 6 | 0 | 6 | 5
CCCN(CC(=O)Nc1ccccc1C)C(=O)C1CCN(C(=O)Nc2ccccc2)CC1 | -17 | 6 | -3 | 5 | 2 | -1 | 14 | -9
Cc1cc(NS(=O)(=O)c2ccc(NC(=O)c3ccc(Br)o3)cc2)nc(C)n1 | -20 | -16 | -5 | -3 | -2 | 6 | 14 | -3
COC(=O)C1(C(C[N+](=O)[O-])c2ccc(C)cc2)C(=O)NCC1c1ccco1 (configuration not stated) | 4 | 6 | -1 | -4 | -8 | -2 | 13 | 2
O=C(CCNS(=O)(=O)c1cccc2nsnc12)N1CCN(c2ccccn2)CC1 | . | -2 | -4 | . | -6 | -16 | . | -18
O=C(Nc1ccncc1)c1ccc2c(c1)S(=O)(=O)c1ccccc1C2=O | 24 | -124 | 29 | 8 | 6 | -20 | 3 | -24
Cc1ccccc1C(=O)N1CCC(C(=O)Oc2ccc(C#N)cc2)CC1 | 26 | 5 | 8 | 5 | 0 | -9 | -11 | 11
Cc1ccc(S(=O)(=O)N2CCOCC2)cc1C(=O)OCC(=O)N(Cc1ccccc1)C(C)C | 0 | -1 | -1 | -6 | 11 | 5 | -5 | 7
C[C@@H](C(=O)NCC1CC1)[C@H]1C[C@]1(C)[C@H](NC(=O)OCc1ccccc1)c1ccccc1 | -2 | -58 | -5 | 4 | 5 | 6 | 10 | 10
CCCCC1=CC2=CC(=O)C(C)(OC(=O)CC)C(=O)C2=CN1CCN1CCOCC1 (configuration not stated) | 0 | -12 | 3 | -2 | -11 | . | 3 | .
CCNC(=O)COc1cccc(C(=O)NCc2ccccc2)c1 | 0 | 19 | -4 | 35 | 11 | 2 | 2 | 4
CCn1cc(C(=O)NCCCN2CCC(C)CC2)c(=O)c2cc(S(=O)(=O)N3CCOCC3)ccc21 | 9 | -18 | -7 | 3 | -6 | -3 | 12 | -4
COc1ccc(S(=O)(=O)Nc2ccc(N3CCOCC3)cc2)cc1Br | -1 | -2 | -1 | -14 | 8 | -3 | 1 | 5
O=C(C(=O)N1CCN(c2ccc(F)cc2)CC1)N1CCCCC1 | 35 | -15 | -1 | 2 | 0 | -3 | 8 | -8
C=CCC(C(=O)NC(C)c1ccccc1)C(=O)NC(C)c1ccccc1 (configuration not stated) | 20 | -4 | -1 | 8 | -9 | 9 | 6 | -11
CCCCCOC(=O)c1[nH]c2c(c1C)C(=O)C(C(=O)OC)C(C)C2 (configuration not stated) | -24 | 3 | -1 | 0 | -3 | 2 | 2 | -4
COc1cc(/C=C/C(=O)Nc2nc3ccc(S(=O)(=O)NC(C)C)cc3s2)cc(OC)c1OC | -5 | 8 | -2 | -9 | -8 | -10 | 5 | -6
O=C(COC(=O)c1ccc(O)cc1)Nc1ccc(S(=O)(=O)N2CCOCC2)cc1 | 3 | 3 | -2 | -43 | -4 | -6 | 4 | -1
Cc1c(C(=O)N(C)c2ccccc2)oc2c1C(O)CC(C)(C)C2 (configuration not stated) | 8 | -11 | 0 | 1 | -4 | -2 | 12 | 0
COCC(=O)Nc1nnc(Cc2ccc(OC)cc2)s1 | 1 | 17 | 1 | -1 | 6 | -7 | 0 | -17
COc1cccc(/C=N/NC(=O)Cn2cnc3c2c(=O)n(C)c(=O)n3C)c1 | 4 | 8 | -4 | -6 | -6 | 5 | -8 | 14
Cc1ccc(NC(=S)Nc2ccccn2)c(C)c1 | -52 | 5 | 0 | 2 | 4 | 4 | -7 | -2
COc1ccc(-c2cn3ccc4ccccc4c3n2)cc1 | -126 | -11 | 16 | -14 | 14 | 2 | 13 | 14
N#CCO/N=C/C(=O)Nc1ccc(F)cc1F | -1 | -12 | -3 | -11 | 1 | -11 | 6 | 2
CCn1cnc2c1c(=O)[nH]c(=O)n2Cc1ccccc1 | -20 | -13 | -5 | -2 | 4 | 8 | 7 | -1
CC1(C)C2CCC(C2)C1(C)NC(=O)CNC1CCCCC1 (configuration not stated) | 3 | -28 | -2 | 1 | -1 | 4 | 14 | 3
Cc1ccc2sc(NC(=O)c3cccc(N4C(=O)CCC4=O)c3)nc2c1C | 17 | -16 | 7 | 13 | 23 | -16 | 11 | -9
CC1(C(=O)N2CCN(Cc3ccccc3Cl)CC2)CC1(Cl)Cl (configuration not stated) | -13 | -9 | 1 | -2 | 4 | 1 | -3 | -11
C/C(Cn1cnc([N+](=O)[O-])n1)=N\NC(=O)c1ccncc1 | -21 | 3 | 1 | -8 | -15 | -16 | 14 | -5
CCC(C)c1ccc(NC(=S)NCc2cccnc2)cc1 (configuration not stated) | -3 | -5 | 0 | -5 | 3 | -4 | 12 | -1
CC(C)Nc1nc(SCC(N)=O)nc(N2CCOCC2)n1 | -1 | -2 | -1 | 6 | -4 | 2 | 3 | 2
CS(=O)(=O)c1ccc(Cl)c(NC(=O)COC(=O)CCCN2C(=O)c3cccc4cccc(c34)C2=O)c1 | -6 | -6 | -4 | -4 | 27 | 9 | 13 | 0
COc1ccc(C(CC(=O)O)n2cnnn2)cc1 (configuration not stated) | 1 | -4 | -2 | 7 | 4 | 2 | 12 | -1
CC(C)(C)C1CCC(=NNC(=O)c2ccco2)CC1 (configuration not stated) | 0 | 16 | 0 | -3 | -9 | -8 | 10 | 1
CSc1ccccc1OCc1cc(C(=O)NCc2ccc(C)s2)no1 | 29 | 8 | 0 | 29 | -2 | -1 | 7 | 11
Cc1cc(C(=O)CSc2nnc(-c3ccc(OC(F)F)cc3)o2)c(C)n1Cc1cccs1 | 6 | 0 | -6 | 9 | 2 | -11 | 2 | 0
O=c1oc2cc(Br)ccc2n1Cc1ccccc1 | 23 | 4 | 5 | 2 | -4 | 8 | 14 | 6
O=S(=O)(CCNCc1ccccc1)NC1CCCCC1 | 4 | . | . | . | . | -3 | 4 | -1
Cc1ccc(C(=O)NC2CC(C)(C)NC(C)(C)C2)cc1S(=O)(=O)N1CCOCC1 | -1 | . | . | -7 | . | 1 | 0 | 1
COc1cc2c(cc1C1NC(=S)NC(C)=C1C(=O)N(C)C)CCCC2 (configuration not stated) | -2 | 8 | -2 | 1 | -7 | -2 | -1 | -8
Cc1sc(NC(=S)Nc2ccc(F)cc2)c(C(N)=O)c1C | -5 | . | . | -7 | . | -8 | 6 | 9
CCOc1cc(N2CCOCC2)c(OCC)cc1NC(=O)C(C)Oc1ccccc1 (configuration not stated) | 5 | 6 | -4 | -4 | 5 | 0 | 12 | 14
O=C(NCC1CCCO1)C1CC(=O)N(c2cccc(Cl)c2)C1 (configuration not stated) | -4 | 0 | -2 | -1 | -3 | 0 | 9 | -4
COc1ccc(NC(=O)C2CCCN2S(=O)(=O)c2ccc(F)cc2)cc1 (configuration not stated) | -16 | 9 | -2 | 5 | 4 | 4 | -3 | -7
O=C(CSc1nc2ccccc2c(=O)n1CCCO)N1CCc2ccccc21 | -4 | 3 | 0 | 3 | 9 | 1 | -12 | -14
CN(CCc1ccccn1)Cc1ccc(Cl)cc1 | 5 | -1 | -4 | -1 | -2 | 1 | 8 | 4
Cn1c(SCC(=O)NCCN2C(=O)CSC2=O)nnc1-c1ccccc1 | -16 | 10 | -3 | 5 | -6 | 6 | 2 | -5
COc1ccc(CNc2cccc(C)n2)c(O)c1 | 0 | 14 | -1 | 2 | 9 | -1 | 3 | 2
C/C(CCC(C)C)=N\NC(=S)NCc1ccccc1 | 7 | 38 | -4 | 0 | 10 | 40* | 40 | 17
Cc1ccc(S(=O)(=O)N2CCC(=O)N(CCOC(=O)Nc3cccc(Cl)c3)CC2)cc1 | -1 | -9 | -1 | -10 | 8 | -1 | 8 | 17
O=C(NC(=S)Nc1ccccc1Br)c1ccco1 | -58 | -9 | 2 | 1 | 2 | 8 | 26 | 11

Next results:
SMILES | Gli-Sufu block | APJ antag | APJ agonist | ATG4B inh | UBC13 inh | CXCR6 block | CCR6 antag | EBI2 antag
Cc1ccc(NC(=O)COC(=O)Cn2cnc3c2c(=O)n(C)c(=O)n3C)cc1Cl | -5 | 2 | 1 | -41 | 0 | -6 | 0 | 0
CCCn1cc(CN2CCCC(C(=O)c3cccc(OC(C)C)c3)C2)c(C)n1 (configuration not stated) | 14 | -1 | -3 | 4 | 8 | -3 | -3 | 4
COP(=O)(OC)c1nc(-c2ccccc2)oc1NCc1ccccc1 | 2 | -2 | -2 | -3 | 20 | -7 | 2 | -6
Nc1cc([N+](=O)[O-])ccc1Nc1ccc(O)cc1 | -15 | 33 | -3 | 0 | -173 | 19 | 33 | 4
CCC(=O)NC(=S)Nc1ccc(NC(=O)c2ccc([N+](=O)[O-])cc2Cl)cc1 | -5 | -66 | 5 | -2 | 2 | -8 | -19 | -12
Cc1nnc(SCC(=O)NCC2CCCO2)n1Cc1ccccc1 (configuration not stated) | 6 | 6 | -3 | 3 | 15 | 3 | 3 | 0
Fc1ccccc1OCCCCN1CCCCC1 | 10 | 2 | -5 | 1 | 7 | -2 | 9 | -2
O=S(=O)(c1ccc(F)c(F)c1)N1CCC2(CC1)OCCO2 | -21 | -3 | 9 | 6 | 4 | 4 | 6 | -9

Source: PubChem (Sanford-Burnham Center for Chemical Genomics)
